PPC-1+TRAIL kill: compounds killing PPC-1 cancer cells with TRAIL present, primary screen, TRAIL potentiator project, ATPLite luminescence, uHTS | PPC-1 cells + TRAIL, ATPLite viability luminescence | cell killing (% activity), % at 4 µM | 0.41% of 220,000 active | AID 1443, 2008;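 active means cell killing above 50% in the first pass at 4 µM, then a duplicate retest at 5 µM averaging 50% or more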;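 further: plate controls were cells with TRAIL plus DMSO for no effect and medium-only wells lacking cells for full effect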
RBBP9 inh: human RBBP9 inhibitors, primary screen, biochemical, fluorescence polarization, FP-Rh probe, HTS. 0.2% of 220,000 active. inhibition, % at 7.94 µM. Serine hydrolase RBBP9 (Homo sapiens), O75884. recombinant RBBP9;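 active means inhibition above the campaign mean of all tested compounds plus 3 SD, cut at about 14% in these data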;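 further: plate controls were DMSO wells with RBBP9 for no effect and wells lacking RBBP9 protein for full effect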
Target sequence (O75884 whole entry, looked up): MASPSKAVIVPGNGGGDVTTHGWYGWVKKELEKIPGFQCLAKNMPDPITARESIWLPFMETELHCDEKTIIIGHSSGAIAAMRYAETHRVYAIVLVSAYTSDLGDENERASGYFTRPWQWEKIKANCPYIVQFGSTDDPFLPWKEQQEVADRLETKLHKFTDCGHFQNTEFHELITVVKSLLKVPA
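Test system: recombinant human RBBP9; Timing: 30 min then 45 min, 25 °C; Detection: fluorescence polarization; Control set: RBBP9 with DMSO as uninhibited control, no-protein wells as full inhibition; Compound dosing: one concentration, 7.94 µM nominal, 0.794% DMSO; Probe or stimulus: FP-Rh activity-based probe, 375 nM before mixing.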
TRPML3 agonist: human TRPML3 channel agonists, primary screen, cell-based, HEK293 TRPML3-YFP, Fluo-8 calcium fluorescence, 3 µM; Mucolipin-3 (Homo sapiens), Q8TDD5; 100% = the carbachol control signal; activation, % at 3 µM; 0.29% of 220,000 active; AID 1448, 2008;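 active means activation above its plate's cutoff, the mean activation of the plate's test wells plus 3 SD, cut at about 12% in these data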;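 further: 0% = DMSO only wells and 100% = carbachol wells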
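system = HEK293 cells stably carrying human TRPML3-YFP | doses = one concentration, 3 µM nominal, 0.3% DMSO | timing = dye loading 1 h 37 °C then 30 min ambient, 125 s read | detection = Fluo-8 calcium dye fluorescence, ex 470-495, em 515-575 nm | benchmarks = high control carbachol 87 µM, low control DMSO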
CHOP inh: inhibitors of CHOP promoter induction, primary screen, cell-based, unfolded protein response, luciferase reporter; CHO-K1 CHOP-promoter luciferase, tunicamycin-induced, 15-18 h; inhibition, % at 10 µM; 3.8% of 220,000 active;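 active means compounds that reduced the stress-induced luciferase reporter signal by more than about 70% of percent inhibition, limit read from the data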;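 further: 0% = tunicamycin plus vehicle and 100% = wells without tunicamycin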
Wee1 stabilizer: Wee1 degradation inhibitors, primary screen, cell-based, HeLa, Wee1K328M-luciferase, luminescence. 1.2% of 220,000 active. Wee1-like protein kinase (Homo sapiens), P30291. reporter increase, % at 5 µM. HeLa Luc-Wee1K328M stability; 100% = proteasome inhibitor MG132 effect;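 active means activation above the mean of all tested compounds plus 3 SD, set per screening run, cut at about 8.8% in these data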;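 further: cells exposed to compound for 20 h before luminescence read; 0% = DMSO alone and 100% = MG132 at 30 µM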
Target sequence (P30291 whole entry K328M): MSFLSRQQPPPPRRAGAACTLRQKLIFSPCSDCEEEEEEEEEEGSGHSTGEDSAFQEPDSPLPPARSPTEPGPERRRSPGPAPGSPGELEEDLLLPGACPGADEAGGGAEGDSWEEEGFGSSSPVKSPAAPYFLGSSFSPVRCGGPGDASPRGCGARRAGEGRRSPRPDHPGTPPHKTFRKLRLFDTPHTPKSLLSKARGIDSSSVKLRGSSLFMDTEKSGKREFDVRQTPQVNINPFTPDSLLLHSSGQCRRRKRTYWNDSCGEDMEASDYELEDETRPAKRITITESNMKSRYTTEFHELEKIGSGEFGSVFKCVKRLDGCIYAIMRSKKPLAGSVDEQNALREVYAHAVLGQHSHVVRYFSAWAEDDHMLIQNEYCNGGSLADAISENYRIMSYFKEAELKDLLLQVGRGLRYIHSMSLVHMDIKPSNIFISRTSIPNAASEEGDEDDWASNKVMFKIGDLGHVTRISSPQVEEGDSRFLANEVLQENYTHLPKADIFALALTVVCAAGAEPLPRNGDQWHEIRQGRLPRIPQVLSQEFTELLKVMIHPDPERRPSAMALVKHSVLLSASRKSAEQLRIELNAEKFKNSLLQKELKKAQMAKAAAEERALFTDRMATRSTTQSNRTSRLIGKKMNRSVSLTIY
TNF necrop inh: inhibitors of TNF-alpha triggered necroptosis, primary screen, cell-based, Jurkat FADD-/-, single concentration. AID 463075, 2010. Jurkat FADD-/- TNF necroptosis rescue, ATP luminescence, 24 h; 0 = TNF only, 100 = no-TNF cells. 0.068% of 220,000 active. activation (protection from cell death), % at 10 µM;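 active means activation, meaning protection from cell death, of at least 50% relative to plate controls; inactive means activation below 50%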;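 further: necroptosis triggered by 40 ng/mL TNF-alpha added together with compound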
Ba/F3 V617F tox: reduced viability of JAK2V617F-dependent Ba/F3 cells, primary screen, JAK2V617F inhibitor project, cell-based, Ba/F3 EpoR-JAK2V617F, luminescence | 1.1% of 220,000 active | inhibition, % at 5.6 µM | ATP luminescence | AID 1446, 2008;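 active means inhibition above the campaign mean plus 3 SD over all tested compounds, cut at about 24% in these data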;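 further: cytokine-independent growth of Ba/F3 cells driven by EpoR plus mutant JAK2; 0% = DMSO-treated cells and 100% = JAK inhibitor I control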
BaF3 parental: parental Ba/F3 cell viability inhibition, counter-screen for JAK2V617F inhibitor project, murine pro-B, CellTiter-Glo luminescence | CellTiter-Glo ATP luminescence | 1.1% of 220,000 active | inhibition, % at 5.6 µM;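 active means inhibition above a per-campaign cutoff, the mean inhibition of all tested compounds plus 3 SD, cut at about 27% in these data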;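 further: 0% = DMSO wells and 100% = JAK Inhibitor I control wells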
TRPN1 ag: zebrafish TRPN1 channel agonists, primary screen, cell-based, HEK293, calcium fluorescence. transient receptor potential cation channel N1 (TRPN1/NompC), Danio rerio. HEK293 zebrafish TRPN1-YFP, Fluo-8 calcium fluorescence; 100% = response to 87 µM carbachol. activation, % at 3 µM. 0.18% of 220,000 active. AID 1424, 2008;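 active means activation above its plate's cutoff, the mean activation of test wells on that plate plus 3 SD, cut at about 19% in these data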;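 further: 0% = DMSO alone and 100% = 87 µM carbachol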
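Assay system: Zebrafish TRPN1-YFP in HEK293 cells | Incubation: Dye loading 1 h at 37 °C, then 30 min room temperature | Measured by: Kinetic Fluo-8 fluorescence, ex 470-495, em 515-575 nm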
Numbers without * were called inactive; x = no result given.

Start of the data: the first 5 compounds as a preview:
SMILES	PPC-1+TRAIL kill	RBBP9 inh	TRPML3 agonist	CHOP inh	Wee1 stabilizer	TNF necrop inh	Ba/F3 V617F tox	BaF3 parental	TRPN1 ag
O=C(c1cccc2ccccc12)C1CCCN(C(=O)C2CCOCC2)C1 (centres undefined)	5	-3	0.2	12	4	-0.7	-3	0	0.3
CC(C)NC(=O)c1ccc(C2SCC(=O)N2Cc2ccccc2)cc1 (centres undefined)	38	-10	0.7	4	-1	-1.9	0	4	2.1
CCS(=O)CC(=O)Nc1c(-c2ccccc2)oc2ccccc2c1=O (centres undefined)	2	-1	0.9	-25	0	3.7	-4	2	2.7
CCOC(=O)c1sc(=S)n(-c2ccccc2)c1SC	8	-4	-0.4	6	1	-1.2	7	11	-0.7
Cc1ccc(NC(=O)CN(C)CC(=O)Nc2ccc(F)c(F)c2F)c(Cl)c1	9	-3	0.3	-1	3	-0.9	2	9	-1.6

Results, from the first entry:
SMILES	PPC-1+TRAIL kill	RBBP9 inh	TRPML3 agonist	CHOP inh	Wee1 stabilizer	TNF necrop inh	Ba/F3 V617F tox	BaF3 parental	TRPN1 ag
O=C(c1cccc2ccccc12)C1CCCN(C(=O)C2CCOCC2)C1 (centres undefined)	5	-3	0.2	12	4	-0.7	-3	0	0.3
CC(C)NC(=O)c1ccc(C2SCC(=O)N2Cc2ccccc2)cc1 (centres undefined)	38	-10	0.7	4	-1	-1.9	0	4	2.1
CCS(=O)CC(=O)Nc1c(-c2ccccc2)oc2ccccc2c1=O (centres undefined)	2	-1	0.9	-25	0	3.7	-4	2	2.7
CCOC(=O)c1sc(=S)n(-c2ccccc2)c1SC	8	-4	-0.4	6	1	-1.2	7	11	-0.7
Cc1ccc(NC(=O)CN(C)CC(=O)Nc2ccc(F)c(F)c2F)c(Cl)c1	9	-3	0.3	-1	3	-0.9	2	9	-1.6
CN(Cc1ccccc1)Cc1ccccc1F	11	-4	-1.3	16	0	-0.1	3	10	-0.2
CC(C)c1onc(C(=O)N2CCN(Cc3ccccc3)CC2)c1[N+](=O)[O-]	22	1	0.6	7	-1	-0.6	-4	-1	0.1
CCn1c(SC/C=C/c2ccccc2)nnc1-c1cccs1	15	-9	-1.2	25	1	-0.3	17	2	-0.9
CC(C1CC1)N(C(=O)NC1CCS(=O)(=O)C1)c1ccccc1 (centres undefined)	0	-6	1.1	16	2	-2.8	0	4	1.7
COc1cccc(NC(=O)Cc2ccc(C)cc2)c1	11	3	-0.1	28	-2	9.7	1	10	0.3
CCOC(=O)CN1C(=O)SC(CC(=O)Nc2nccs2)C1=O (centres undefined)	11	-2	0.5	4	2	0.1	-2	6	0.9
CCOC(=O)C1C(=O)NC(N2CCN(c3ccccc3)CC2)=NC1c1ccco1 (centres undefined)	9	2	0.1	-2	0	-2.7	-1	5	1.0
CN1CCN(C(=O)/C=C/c2ccc3c(c2)OCO3)CC1	36	-8	0.8	19	-1	2.9	1	7	1.1
CCSc1nnc(NC(=O)CSC2=NN3CCCC(=O)N=C3S2)s1	-12	-5	1.0	-9	17*	-0.3	1	1	-0.2
CCN(CC)CCNC(C(=O)Nc1ccc([N+](=O)[O-])cc1Br)c1ccccc1 (centres undefined)	26	-7	0.8	30	-1	2.9	-1	-3	-0.9
CC[N+](CC)(CC)CC(=O)Nc1ccc(SC(F)F)cc1	-13	-7	0.3	-1	2	-0.9	5	10	-0.2
O=C(C1CCC(CNS(=O)(=O)c2ccc(F)cc2)CC1)N1CCOCC1 (centres undefined)	30	-1	1.1	5	-1	0.7	-3	5	0.4
COc1nnc(-c2ccc(N3CCOCC3)c(NC(=O)c3ccc(C)cc3)c2)c2ccccc12	9	-9	-0.3	-5	2	-9.5	-2	5	1.3
CC1CC(=O)N(c2ccc(Br)cc2)C(=O)C1	0	-4	0.5	4	3	6.4	-5	-1	0.8
COc1ccc(CCNC(=O)CSc2ccc(-c3ccco3)nn2)cc1	-26	-1	0.5	1	0	0.5	-4	2	-0.6
O=S(=O)(c1cccc(Cl)c1Cl)N1CCN(C(=S)NCCCN2CCOCC2)CC1	-5	1	4.4	45	0	3.2	2	6	5.2
N#C/C(C(=O)c1ccccc1)=C1/CCCN1	12	-7	0.7	26	-2	0.0	-1	2	0.7
CC1SC(c2cccc(Cl)c2)NC1=O (centres undefined)	22	0	0.5	12	-2	0.3	3	5	1.3
OCCC1CN(Cc2ccc3nsnc3c2)CCN1CCc1ccccc1 (centres undefined)	-16	-2	0.0	8	2	-0.3	4	8	0.0
CC(C)CC(=O)NC(NC(=S)Nc1cccc2cccnc12)C(Cl)(Cl)Cl (centres undefined)	-12	-6	0.3	45	-2	-3.5	1	8	0.3

Taken from the results shown, two compounds:
SMILES	PPC-1+TRAIL kill	RBBP9 inh	TRPML3 agonist	CHOP inh	Wee1 stabilizer	TNF necrop inh	Ba/F3 V617F tox	BaF3 parental	TRPN1 ag
CC(C1CC1)N(C(=O)NC1CCS(=O)(=O)C1)c1ccccc1 (centres undefined)	0	-6	1.1	16	2	-2.8	0	4	1.7
COc1cccc(NC(=O)Cc2ccc(C)cc2)c1	11	3	-0.1	28	-2	9.7	1	10	0.3

Later entries.
SMILES	PPC-1+TRAIL kill	RBBP9 inh	TRPML3 agonist	CHOP inh	Wee1 stabilizer	TNF necrop inh	Ba/F3 V617F tox	BaF3 parental	TRPN1 ag
Cc1sc2nc(CSCC(=O)NC(C)(C)C)[nH]c(=O)c2c1C	27	-4	0.3	16	2	-0.3	-3	7	0.4
Cn1nc(-c2ccc(OCC(=O)Nc3cccnc3)cc2)c2ccccc2c1=O	-9	-3	1.4	24	-4	-3.9	8	8	6.3
C=CCN(CC=C)C(=S)Nc1ccccc1	35	-6	0.6	-2	-3	-0.9	1	-1	-0.1
COc1ccc(NC(=O)C2CCN(C(=O)NCc3ccccc3)CC2)cc1	6	-4	-0.5	-16	-4	-0.5	-1	2	-0.6
Cc1c(C(=O)N2CCN(c3ncccn3)CC2)sc2nc3n(c(=O)c12)CCCC3	27	3	1.1	9	-2	0.0	2	4	3.0
Cn1c(=O)c([N+](=O)[O-])c(-n2ccnc2)c2ccccc21	0	-2	0.5	103*	0	-10	-2	3	-0.6
Cn1c(SCc2cccnc2)nnc1-c1c[nH]c2ccccc12	-7	-12	0.8	29	6	1.3	-3	6	0.8
CC(CC(=O)O)Nc1ccccc1O (centres undefined)	30	3	0.5	-28	1	1.7	-1	5	-0.6
Cc1ccc(S(=O)(=O)NC(=O)NC(=O)N(C)S(=O)(=O)c2ccc(C)cc2)cc1	2	-9	-0.1	15	-1	25	3	5	-0.8
COc1cccc2cc(C(N)=O)oc12	-5	-3	1.2	7	5	0.8	0	4	1.2
NC(=O)C(=O)NN=C1CCC(c2ccccc2)CC1 (centres undefined)	20	-4	0.8	-3	4	0.6	3	4	1.1
O=C(N/N=C/c1c[nH]c2ccccc12)c1ccc2c(c1)OCCO2	44	-3	0.0	-7	2	-12	-2	1	0.2
CCC(C)(C)n1nnnc1C(c1ccccc1)N1CCN(Cc2ccccc2)CC1 (centres undefined)	-14	-11	0.4	24	1	1.5	1	1	-0.4
Cc1cc(C(=O)O)c(=O)[nH]c1C	-8	-3	0.7	1	1	-1.0	3	6	0.8
O=C(NNC(=O)c1sccc1-n1cccc1)c1ccc(F)cc1	5	-6	0.2	8	-1	-0.6	1	1	0.6
CCOc1ccc2c(c1)C(N(CCN1CCOCC1)C(=S)Nc1ccccc1OC)CC(C)(C)O2 (centres undefined)	-10	-13	-0.3	-2	0	0.0	1	4	-0.5
CCC(CC)NC(=O)Nc1ccc(C)cc1	-5	0	0.8	16	-4	2.9	-3	-6	1.8
CC(C)c1ccc(NC(=O)Nc2cc3sccc3n2C)cc1	9	5	0.1	23	-1	0.7	7	11	1.1
Cn1c2c(c(=O)n(C)c1=O)C(NS(=O)(=O)c1ccc(Cl)cc1)(C(F)(F)F)C(=O)N2 (centres undefined)	7	-9	1.2	22	-1	-0.7	3	10	-1.2
Cc1cc(-c2nnc(CCC(=O)NC(Cc3ccccc3)c3ccccc3)o2)no1 (centres undefined)	1	-3	0.5	30	1	-0.9	-1	4	-1.7
CCSc1cnn(-c2ccccc2)c(=O)c1SCC	20	-4	-0.2	33	0	-1.6	-1	4	-0.6
CCN(CC)C(=O)CSc1nc2cc3c(cc2c(=O)n1Cc1ccc(OC)cc1)OCO3	x	-1	0.3	-10	-1	3.6	4	5	-0.7
CCOC(=O)C(NC(C)=O)C(=O)Nc1ccc(C(C)(C)C)cc1 (centres undefined)	-9	-1	0.9	13	-1	1.0	-1	-1	-0.4
COc1ccc(C(=O)OCC(N)=O)cc1[N+](=O)[O-]	6	2	0.6	-8	3	0.7	0	4	-1.2
OCCNc1nc(-c2ccccc2)nc2ccccc12	18	-6	1.3	21	0	0.3	-3	7	1.0
O=C(c1ccco1)N1CCN(c2nc(-c3ccc(F)cc3)cs2)CC1	20	6	-1.0	11	3	0.5	-1	0	-1.3

Laid out differently: entries from further up
Screens in order – PPC-1+TRAIL kill, RBBP9 inh, TRPML3 agonist, CHOP inh, Wee1 stabilizer, TNF necrop inh, Ba/F3 V617F tox, BaF3 parental, TRPN1 ag
> COc1ccc(C(=O)OCC(N)=O)cc1[N+](=O)[O-]
  6, 2, 0.6, -8, 3, 0.7, 0, 4, -1.2
> OCCNc1nc(-c2ccccc2)nc2ccccc12
  18, -6, 1.3, 21, 0, 0.3, -3, 7, 1.0
> O=C(c1ccco1)N1CCN(c2nc(-c3ccc(F)cc3)cs2)CC1
  20, 6, -1.0, 11, 3, 0.5, -1, 0, -1.3

Screens deposited in PubChem BioAssay by several laboratories.
